TCR-CD3 inh: inhibitors of human TCR-CD3 interaction, primary screen, biochemical, fluorescence, TAMRA-labeled TCR probe. inhibition, % at 9.4 µM. 0.37% of 360,000 active. AID 651800, 2012; in the data active = inhibition above about 19%;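 also: recombinant mutant TCR 2C K166C tagged with TAMRA read by polarization; 0% = receptor in buffer alone and 100% = receptor with positive control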
SIAE primary: human SIAE inhibitors, primary screen, biochemical, fluorescence polarization, FP-Rh probe, 1536-well HTS. SIAE FP-Rh probe binding. inhibition, % at 9.66 µM. 0.69% of 370,000 active;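 active = inhibition above a cutoff: mean of compounds within the control limits plus 3 SD of those, cut at about 17% in these data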;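 also: 0% = plate median of compound wells and 100% = probe without SIAE protein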
NR1D1 modulator: modulators of Rev-erb alpha DNA binding, primary screen, biochemical, FITC-DNA, fluorescence polarization, uHTS | Nuclear receptor subfamily 1 group D member 1 (Homo sapiens), P20393 | Rev-erbα–FITC-DNA binding, 90 min | activity, % at 10 µM | 0.79% of 370,000 active;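 active = activity above about 14%, limit read from the data; passing the limit was not always enough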;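 also: 0% = DMSO wells with 35 nM protein and 100% = DMSO wells with 750 nM protein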
PRMT1 FP inh: PRMT1 methyltransferase inhibitors, primary screen, biochemical, fluorescence polarization; inhibition, % at 2.79 µM; Protein arginine N-methyltransferase 1 (Homo sapiens), Q99873; recombinant PRMT1, activity-based probe fluorescence polarization; 1.3% of 370,000 active;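 active = inhibition above about 21% made by adding two undisclosed values, limit read from the data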
mABHD4 FP: ABHD4 inhibitors, primary screen, biochemical, fluorescence polarization, mouse; purified mABHD4, FP-Rh probe fluorescence polarization; inhibition, % at 8.92 µM; 0.54% of 370,000 active; AID 720543, 2013;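 active = inhibition exceeding the mean over every tested compound plus 3 SD, cut at about 30% in these data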;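 also: 0% = plate median of compound wells and 100% = S159A mutant with DMSO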
Target sequence (Q8VD66 whole entry, looked up): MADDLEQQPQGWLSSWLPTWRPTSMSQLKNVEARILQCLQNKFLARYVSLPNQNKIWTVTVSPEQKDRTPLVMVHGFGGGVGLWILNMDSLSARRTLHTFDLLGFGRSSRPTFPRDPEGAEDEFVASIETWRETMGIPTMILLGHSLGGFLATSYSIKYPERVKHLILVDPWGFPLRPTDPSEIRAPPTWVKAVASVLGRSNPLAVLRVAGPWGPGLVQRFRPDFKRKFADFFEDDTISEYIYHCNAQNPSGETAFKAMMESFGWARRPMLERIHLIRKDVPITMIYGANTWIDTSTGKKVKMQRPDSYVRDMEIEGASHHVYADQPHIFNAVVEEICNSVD
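system = mouse ABHD4 enzyme, wild type | medium = HEPES pH 7.0, NaCl, Pluronic buffer | also added = FP-Rh probe | incubation = Enzyme–compound pre-incubation 45 min, then probe 60 min, both 25 °C | technique = fluorescence polarization, excitation 525 nm, emission 598 nm, BODIPY TMR filters | controls = S159A mutant high control, sample median low control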
LEDGF integ inh: blockers of LEDGF/p75-dependent integrase strand transfer – biochemical, TR-FRET, high throughput, primary screen; HIV-1 integrase (with human LEDGF/p75); TR-FRET IN-LEDGF/p75 DNA integration, Eu/Cy5; inhibition, % at 3.7 µM; 0.64% of 370,000 active; AID 743269, 2014;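 active = inhibition above the screen-wide mean plus 3 SD, cut at about 13% in these data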;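 also: signal is the Cy5 over europium emission ratio at 671 and 618 nm; 0% = plate median of compound wells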
PG9 Ab binder: binders of HIV-1 gp120 antibody PG9, primary screen, biochemical, TR-FRET; HIV-1 gp120 / PG9 antibody interaction; TR-FRET gp120-PG9 antibody binding; inhibition, % at 6.7 µM; 0.43% of 360,000 active; AID 624416, 2012; in the data active = inhibition above about 8.5%
TDP2 absorb: human TDP2 enzyme inhibitors, primary screen, biochemical, epi absorbance, recombinant enzyme. Tyrosyl-DNA phosphodiesterase 2 (Homo sapiens), O95551. inhibition, % at 12.8 µM. T5PNP hydrolysis, p-nitrophenol absorbance 415 nm. 0.34% of 370,000 active;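 active = inhibition above the mean of all tested compounds plus 3 SD, set per campaign, cut at about 25% in these data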;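 also: 0% = DMSO with enzyme and 100% = buffer with substrate but no TDP2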
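System – recombinant human TDP2 · Quantity – TDP2 enzyme at 120 nM final · Doses – single concentration, 12.8 µM nominal, with 1% DMSO · Incubation – 2 h at 37 °C · Measured by – epi absorbance of p-nitrophenol freed from T5PNP by hydrolysis · Read-out – % inhibition relative to enzyme-containing and enzyme-free wells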
rCAG binder: binders of r(CAG) RNA repeats, primary screen, biochemical, fluorescence | r(CAG) RNA repeat, TO-PRO-1 dye displacement fluorescence | inhibition, % at 3 µM | 1.3% of 370,000 active;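 active = inhibition above the plate cutoff, the mean of all test compounds on that plate plus 3 SD, cut at about 35% in these data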;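 also: 0% = DMSO alone and 100% = 100 µM mitoxantrone as full dye displacement; higher means more dye released from RNA so lower well fluorescence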
HTRA1 inh: HTRA1 serine protease inhibitors, primary screen, biochemical, fluorescence polarization, HTS; recombinant HTRA1, FP-rhodamine activity-based probe; 0.5% of 340,000 active; AID 504803, 2011; inhibition, % at 5.96 µM; in the data active = inhibition above about 36%;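 also: 0% = enzyme with DMSO and 100% = wells lacking enzyme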
Target sequence (Q92743 whole entry, looked up): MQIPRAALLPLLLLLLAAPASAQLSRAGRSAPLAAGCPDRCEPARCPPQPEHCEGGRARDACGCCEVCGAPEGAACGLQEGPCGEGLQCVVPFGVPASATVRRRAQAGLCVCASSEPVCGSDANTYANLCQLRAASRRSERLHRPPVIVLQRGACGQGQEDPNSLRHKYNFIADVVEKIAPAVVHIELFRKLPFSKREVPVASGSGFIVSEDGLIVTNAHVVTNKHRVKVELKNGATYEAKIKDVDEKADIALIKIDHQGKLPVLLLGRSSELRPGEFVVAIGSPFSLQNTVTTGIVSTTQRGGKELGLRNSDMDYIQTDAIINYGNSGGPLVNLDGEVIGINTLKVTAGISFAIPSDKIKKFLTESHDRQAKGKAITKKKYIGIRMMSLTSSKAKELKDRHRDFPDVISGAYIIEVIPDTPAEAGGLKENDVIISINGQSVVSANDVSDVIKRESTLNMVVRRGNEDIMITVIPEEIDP
* marks the source's active call; other numbers are inactive results; nt = not tested or not shown. Only part of the results is shown (hit frequency here may not be typical).

Each structure is followed by: TCR-CD3 inh, SIAE primary, NR1D1 modulator, PRMT1 FP inh, mABHD4 FP, LEDGF integ inh, PG9 Ab binder, TDP2 absorb, rCAG binder, HTRA1 inh
COc1ccccc1CNC(=O)COC(=O)/C=C/c1ccc2ccccc2n1
 : 4, 0, 2, -1, 1, -2, 2.1, -2, 4, 7
CCOC(=O)NC(=O)C(=CNc1cccc(OC)c1)C(=O)NC(=O)OCC
 : 0, 3, -7, 0, 2, 0, -0.8, 9, 1, 1
CC(=O)N=c1sc2cc(C)ccc2n1C
 : -1, -4, 3, 1, 3, -3, -1.6, -3, -3, 4
Cc1cccc(NC(=O)c2nc[nH]c2C(=O)N2CCN(c3ccccc3)CC2)c1
 : 3, 2, -2, -2, -1, -3, 1.6, 4, -3, 10
Cc1onc(-c2ccccc2)c1C(=O)Nc1cccc(OC(C)C)c1
 : 5, -2, 2, -4, -9, 1, -0.2, 8, 1, -12
COC(=O)C[C@@H]1CC[C@@H]2[C@H](COc3ccc(NC(=O)c4cccc(OC)c4)cc3C(=O)N2C)O1
 : nt, -3, -7, 3, 6, -2, nt, -5, 2, nt
CCN1c2ccccc2NC2C1C(C(C)=O)C(=O)N2c1ccc(Cl)cc1 (stereo not given)
 : -2, 11, nt, -2, 10, 2, -0.7, -4, 10, 26
Cc1ccc(Nc2nc(N)nc(CSc3nc4ccccc4s3)n2)cc1
 : -2, -21, 0, -4, -78, -1, -1.3, -11, 10, -127
CN(C)CCCNC(=S)Nc1ccc(-c2ccccc2)cc1
 : -6, 1, -6, 4, -6, 0, 2.0, -5, -3, 1
COc1ccc(N/C=C2\CCc3ccccc3C2=O)cc1
 : 2, 11, -1, 59*, 20, 11, -3.8, -7, 0, 7
COc1ccccc1CNC(=O)C1CCC(=O)N1C(C)C (stereo not given)
 : 6, -1, 2, -3, -1, 2, -3.3, 4, -3, 0
COc1ccc(CCNC(=O)CSc2nnc(NC(C)=O)s2)cc1OC
 : 8, -4, 3, -1, 2, 0, -1.8, -10, 3, 1
COc1ccc(/C=C(\C#N)C(=O)OCC(=O)NC(=O)NCCC(C)C)cc1
 : 8, 0, 5, 2, 2, 0, 0.3, -8, 1, 3
COc1ccccc1-c1cn[nH]c1-c1ccc(OCc2ccccc2)cc1O
 : -6, -2, -3, 1, -8, -3, -0.6, -4, 5, -12
COc1ccc(CC(=O)N2CC(C)CC(C)C2)cc1 (stereo not given)
 : 3, -4, -5, -1, -4, -1, 0.1, -7, -8, -4
CCOC(=O)Cc1csc(NC(=O)c2ccc(N3CCOCC3)cc2[N+](=O)[O-])n1
 : 4, 3, -6, -2, -1, -1, 0.3, 3, 5, -6
COc1cc2nc(C3CC3)n(NC(=O)c3ccc(Cl)cc3)c(=O)c2cc1OC
 : 2, -11, -1, -3, 0, 2, -3.8, -5, 5, 3
CCC1(c2ccccc2)NC(=O)N(CC(=O)N2CCN(S(=O)(=O)c3ccccc3)CC2)C1=O (stereo not given)
 : -5, -3, -2, -1, 6, 0, -1.6, 2, -6, 1
O=C(NCCO)C1(c2ccc(Cl)cc2)CCCC1
 : -11, 5, -1, -1, -3, 4, 1.8, -3, 0, 2
CCN(C(=O)CN1CCCCCC1)c1c(N)n(Cc2ccccc2)c(=O)[nH]c1=O
 : -2, 2, -4, 0, 7, -1, 0.9, -1, 4, 0
O=C(C=Cc1ccc2c(c1)OCO2)C1CC1
 : 9, 2, -5, -4, -2, -1, -3.1, -3, 1, -3
O=C(NCC(=O)N(c1cccnc1)C(C(=O)NC1CCCC1)c1cccs1)c1ccco1 (stereo not given)
 : 3, 3, -2, -9, -1, 4, -1.2, -10, -6, -5
Cc1cccc(CN2CCN(C(=O)CCc3nnc(C4CCCCC4)o3)CC2)c1
 : 8, -1, 1, 3, 1, 4, -2.0, -5, -6, -4
CN(C)C(=O)CN1C(=O)NC(c2ccccc2)(c2ccccc2)C1=O
 : -8, 5, -1, -2, -4, 9, -1.8, -17, -1, 2
CCc1nc2ccc(C(=O)NCCOc3ccc(OC)cc3)cn2c1N(C)C(=O)C1CCCCC1
 : -7, 3, -5, 3, 3, -4, -1.1, 4, 0, nt
O=C1/C(=C/c2cccnc2)SC(=S)N1N1CCOCC1
 : 9, 2, -1, -1, 3, 1, -1.1, -1, -1, 12
Fc1ccc(C2C3=C(Nc4ncnn42)c2ccccc2OC3c2ccncc2)cc1 (stereo not given)
 : 2, -1, -3, -2, 5, 0, 0.6, 12, -5, -10
Cc1ccc2cc(CCNC(=O)c3ccco3)c(=O)[nH]c2c1
 : -3, -5, -1, 0, 4, -5, -1.8, -10, -1, 1
CCC(CO)Nc1ccn2nc(-c3cccs3)cc2n1 (stereo not given)
 : -5, 7, -4, -2, 0, 5, -1.1, -1, 5, nt
CCn1c(C)cc(/C=C2\NC(=O)N(CC(=O)Nc3ccc(F)cc3)C2=O)c1C
 : 2, 6, -7, -1, -1, -1, -1.1, 13, 9, 8
Cc1ccc(C(=O)NCC(=O)N2CCC(Cc3ccccc3)CC2)cc1
 : -3, 12, 3, -2, 4, 0, -1.9, 7, -6, -2
COc1cc(/C=N/O)ccc1OCc1ccccc1Cl
 : 3, -1, 14, 0, -11, 3, -0.7, -5, -4, -20
COc1ccc(/C=N/N=C2/SCC(=O)N2Cc2ccccc2)cc1
 : 4, -4, 1, -4, -7, -1, -0.6, -1, -5, -11
COc1ccc(NC(=O)c2ccc(S(=O)(=O)N3CCCCC3)cc2)c(OC)c1
 : -5, 6, -5, -2, -4, -1, -1.8, -13, 1, 1
Cc1ccc(S(=O)(=O)NCCC(=O)Nc2nnc(C3CC3)s2)cc1C
 : -1, -5, 5, 0, 4, 0, -2.9, 12, 3, -9
CC1=C(C(=O)Nc2ccccc2)C(c2ccc(C)o2)n2c(s/c(=C/c3ccccc3)c2=O)=N1 (stereo not given)
 : 6, -8, -4, 1, -6, -2, 1.3, -12, 6, -4
O=C(c1cccs1)N(Cc1cc2ccccc2[nH]c1=O)c1ccccc1
 : -6, -4, 4, 2, 1, 2, -0.6, 5, -1, -1
O=C(NCc1cccnc1)Nc1ccc(Cl)cc1Cl
 : -5, -1, -3, -1, 4, -1, 1.1, 2, -4, -2
CCOc1ccccc1C(=O)NC1CC2CCCC(C1)N2Cc1nnnn1Cc1ccco1 (stereo not given)
 : 3, 3, -8, -1, -5, 0, -0.9, -9, -6, 0
CCCC(=O)Nc1ccccc1NC(=O)c1ccc(OC(C)=O)cc1
 : 3, 1, 0, 0, -1, 2, 0.0, 8, 0, 12
Cc1cc(S(=O)(=O)Nc2ccc3ccccc3c2)c(C)s1
 : 2, -5, 8, -12, -24, -2, 0.3, -18, 8, -32
COc1cc(/C=N/NC(=O)c2ccncc2)ccc1OCCN1CCCCC1
 : -8, -2, 3, -3, 5, 5, -1.9, -7, 1, 2
COC(=O)c1cnc(Oc2ccc(NC(=O)NC(=O)c3c(F)cccc3Cl)cc2)cc1C(F)(F)F
 : -10, 0, 5, 0, -5, 0, -0.2, 0, -2, -1
CCC(C)(C(=O)NC1CCCC1)N(Cc1cccs1)C(C)=O (stereo not given)
 : 1, -1, 3, 3, 1, -1, -1.4, 4, -2, 2
O=C(Cn1nc(-c2ccc(N3CCOCC3)c([N+](=O)[O-])c2)c2ccccc2c1=O)N1CCCCC1
 : 3, -2, 2, -3, 6, 4, -2.0, 4, -4, 5
Cc1cc(S(=O)(=O)N2CCCC(N(C)CCc3ccccn3)C2)c(C)s1 (stereo not given)
 : -5, 1, 2, 1, 2, 0, -3.9, -5, -4, -2
CN(C)C(=O)Cn1c(SCC(=O)NCc2ccc3c(c2)OCO3)nc2ccccc21
 : 6, -6, -4, -4, 1, 1, -1.7, -5, 0, 15
CCOc1ccc(S(=O)(=O)NCc2cccnc2)cc1
 : 5, 1, 3, -3, 3, 7, 0.5, 4, 0, 9
COc1ccc(C(=O)Nc2ccc(N3CCN(C(=O)C(C)C)CC3)cc2)cc1[N+](=O)[O-]
 : -4, -4, 5, -2, 5, -1, -1.6, -5, 1, 4
S=C(Nc1ccccc1)N1CCN(C2CCCCC2)CC1
 : 2, -2, -3, -1, 5, -3, 0.6, -13, -1, 1
O=C(N/N=C/C(Br)=C/c1ccccc1)c1cnccn1
 : -2, -8, -4, 1, -3, -5, -0.5, -6, -2, 10

Part of the list above, with tabs.
Structure	TCR-CD3 inh	SIAE primary	NR1D1 modulator	PRMT1 FP inh	mABHD4 FP	LEDGF integ inh	PG9 Ab binder	TDP2 absorb	rCAG binder	HTRA1 inh
O=C(c1cccs1)N(Cc1cc2ccccc2[nH]c1=O)c1ccccc1	-6	-4	4	2	1	2	-0.6	5	-1	-1
O=C(NCc1cccnc1)Nc1ccc(Cl)cc1Cl	-5	-1	-3	-1	4	-1	1.1	2	-4	-2
CCOc1ccccc1C(=O)NC1CC2CCCC(C1)N2Cc1nnnn1Cc1ccco1 (stereo not given)	3	3	-8	-1	-5	0	-0.9	-9	-6	0
CCCC(=O)Nc1ccccc1NC(=O)c1ccc(OC(C)=O)cc1	3	1	0	0	-1	2	0.0	8	0	12
Cc1cc(S(=O)(=O)Nc2ccc3ccccc3c2)c(C)s1	2	-5	8	-12	-24	-2	0.3	-18	8	-32
COc1cc(/C=N/NC(=O)c2ccncc2)ccc1OCCN1CCCCC1	-8	-2	3	-3	5	5	-1.9	-7	1	2
COC(=O)c1cnc(Oc2ccc(NC(=O)NC(=O)c3c(F)cccc3Cl)cc2)cc1C(F)(F)F	-10	0	5	0	-5	0	-0.2	0	-2	-1
CCC(C)(C(=O)NC1CCCC1)N(Cc1cccs1)C(C)=O (stereo not given)	1	-1	3	3	1	-1	-1.4	4	-2	2
O=C(Cn1nc(-c2ccc(N3CCOCC3)c([N+](=O)[O-])c2)c2ccccc2c1=O)N1CCCCC1	3	-2	2	-3	6	4	-2.0	4	-4	5
Cc1cc(S(=O)(=O)N2CCCC(N(C)CCc3ccccn3)C2)c(C)s1 (stereo not given)	-5	1	2	1	2	0	-3.9	-5	-4	-2
CN(C)C(=O)Cn1c(SCC(=O)NCc2ccc3c(c2)OCO3)nc2ccccc21	6	-6	-4	-4	1	1	-1.7	-5	0	15
CCOc1ccc(S(=O)(=O)NCc2cccnc2)cc1	5	1	3	-3	3	7	0.5	4	0	9

Single values from above:
LEDGF integ inh result of S=C(Nc1ccccc1)N1CCN(C2CCCCC2)CC1 reads -3
TCR-CD3 inh result of COC(=O)c1cnc(Oc2ccc(NC(=O)NC(=O)c3c(F)cccc3Cl)cc2)cc1C(F)(F)F reads -10
